# USP17 inh: inhibitors of human USP17 deubiquitinase | A8MUK1 | purified USP17, Ub-rhodamine cleavage fluorescence, 3 h | inhibition, % at 50 µM | 47,000 compounds, 6.5% hits
# Target sequence (A8MUK1 whole entry, looked up): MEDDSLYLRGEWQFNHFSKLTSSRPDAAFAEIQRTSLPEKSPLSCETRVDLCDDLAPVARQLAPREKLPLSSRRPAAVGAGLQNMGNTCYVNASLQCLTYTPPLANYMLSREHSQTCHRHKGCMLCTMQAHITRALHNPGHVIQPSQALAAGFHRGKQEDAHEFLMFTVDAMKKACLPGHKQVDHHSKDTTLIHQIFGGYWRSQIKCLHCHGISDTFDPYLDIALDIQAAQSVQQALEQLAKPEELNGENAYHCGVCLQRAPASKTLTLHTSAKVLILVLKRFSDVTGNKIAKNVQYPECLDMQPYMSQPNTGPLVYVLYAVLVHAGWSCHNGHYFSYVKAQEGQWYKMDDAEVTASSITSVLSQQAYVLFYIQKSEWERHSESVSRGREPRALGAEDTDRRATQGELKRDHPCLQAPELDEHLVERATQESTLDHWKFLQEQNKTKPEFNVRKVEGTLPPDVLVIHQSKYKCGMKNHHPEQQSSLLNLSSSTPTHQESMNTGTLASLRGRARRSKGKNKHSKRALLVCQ
# USP28 inh: human USP28 deubiquitinase inhibition; Q96RU2; purified USP28, Ub-rhodamine cleavage fluorescence, 30 min; inhibition, % at 25 µM; 47,000 compounds, 3% hits; AID 1645857
# USP30 block: human USP30 deubiquitinase inhibition | AID 1645860 | inhibition, % at 25 µM | purified USP30, Ub-rhodamine cleavage fluorescence | 47,000 compounds, 5.3% hits | Q70CQ3
# USP8 inh: human USP8 deubiquitinase inhibition | purified USP8, Ub-rhodamine cleavage fluorescence, 30 min | inhibition, % at 20 µM | 47,000 compounds, 4.2% hits | AID 1645853
# OTUD3 inh: inhibitors of human OTUD3 deubiquitinase | purified OTUD3, Ub-rhodamine fluorescence, 2 h | 47,000 compounds, 0.7% hits | inhibition, % at 25 µM | AID 1645858 | Q5T2D3
# UCHL1 inh: blocks human UCHL1 ubiquitin-rhodamine cleavage. purified UCHL1, Ub-rhodamine cleavage fluorescence. P09936. inhibition, % at 20 µM. 47,000 compounds, 0.2% hits. AID 1645859
# USP7 inh: inhibitors of human USP7 deubiquitinase | Q93009 | purified USP7, Ub-rhodamine cleavage fluorescence | inhibition, % at 20 µM | 47,000 compounds, 0.3% hits | AID 1645854
# USP10 block: blocks human USP10 ubiquitin-rhodamine cleavage; Q14694; purified USP10, Ub-rhodamine fluorescence, 60 min; inhibition, % at 20 µM; 47,000 compounds, 1.1% hits
# Numbers without * were called inactive; i = inactive. Cut-off read from the data, not from the text of the source: active = inhibition above about 30%; inactive = the rest.
SMILES,USP17 inh,USP28 inh,USP30 block,USP8 inh,OTUD3 inh,UCHL1 inh,USP7 inh,USP10 block
O=C(Nc1ccnn1Cc1cccnc1)c1cccnc1Sc1ccccc1,-15.1,-2.4,-28.8,-26.3,-3.3,1.1,3.0,-5.4
Cc1ncncc1C(=O)N1CCN(Cc2ccccc2)C(C(N)=O)C1 (centres undefined),-30.5,-31.6,-100.5,-24.0,-12.6,-4.7,-2.5,-4.4
COc1ccc2c(c1)CCCC21NC(=O)N(Cc2ccccc2C)C1=O (centres undefined),-0.8,4.0,6.2,3.3,0.8,1.4,-29.4,4.5
CCOc1ccc(N2C(=O)c3ccccc3C2C(=O)NCc2ccccc2OC)cc1 (centres undefined),34.5*,13.8,51.8*,26.8,17.5,0.6,2.5,-3.3
COc1cccc(N2CCCn3c2nc2c3c(=O)n(CCc3ccccc3)c(=O)n2C)c1,-9.1,-9.1,-14.2,-49.1,-9.4,1.0,-0.4,0.3
NCc1nnc2n1CCN(C(=O)c1ccc3c(c1)OCO3)C2,21.1,0.2,11.5,9.3,16.1,0.5,3.5,-3.4
Cc1cc(N)cc(C2CN(C(=O)Cc3c(C)nn(C)c3C)CCO2)n1 (centres undefined),-15.2,-8.0,0.2,-3.4,-2.8,-0.5,3.0,2.9
O=C(COc1ccccc1F)Nc1ccc2c(c1)CN(C(=O)c1ccco1)CC2,26.3,40.6*,26.9,6.8,2.4,6.0,-16.7,6.5
O=C(COc1cccc(-c2noc(-c3ccccc3F)n2)c1)N1CCCCC1,12.8,3.6,15.0,4.7,6.1,1.7,-31.6,2.9
CCN1CCN(CCNC(=O)c2cc(-c3cccnc3)nc3ccc(C)cc23)CC1,-13.1,-11.8,-32.1,-7.0,-6.2,-5.0,-4.2,-6.5
O=C(NC1CCC1)[C@H]1C[C@@H]2CN(Cc3cccc(Cl)c3)C[C@H]1O2,-5.6,-8.5,0.5,-32.8,-5.1,-2.8,-1.8,0.7
CC(C)Cc1ccc(-c2cc3nc(NCCc4ccncc4)ccn3n2)cc1,-26.4,-1.5,-61.8,-25.8,-7.7,-1.4,5.2,-13.1
CC1Oc2ccc(NC(=O)c3cc(S(=O)(=O)N4CCCCC4)ccc3N3CCCC3)cc2NC1=O (centres undefined),-18.7,-9.1,-47.8,-53.0,-15.7,-2.1,-0.7,-0.8
Cc1ccccc1CNC(=O)c1cn2c(n1)CCCC2,-18.7,-39.1,-34.4,-6.1,-16.3,-5.4,-1.1,-4.0
CCc1cnc(N2CC[C@@H]3CN(CCOC)S(=O)(=O)[C@@H]3CC2)nc1,-32.1,-29.6,-85.3,-35.8,-20.9,-11.4,-10.2,-10.5
C[C@]12C[C@@H](c3ccccc3)C[C@](CO)(CC[C@@H](NC(=O)c3ccccc3)[C@@H]1O)O2,-1.1,-8.0,0.1,-9.2,-2.8,-0.4,0.2,0.1
O=c1[nH]c2ccccc2cc1CN(CC1CCCO1)S(=O)(=O)c1ccc(Cl)cc1 (centres undefined),-2.7,-6.8,-2.7,-2.4,-7.2,1.8,-5.7,2.8
Cc1cc(C)n(CC2CCCCN2C(=O)CCc2nccs2)n1 (centres undefined),-3.2,-7.0,-0.7,-3.0,0.4,-1.2,-23.9,0.1
Cc1ccc(-c2cc3cccnc3n2CCC(=O)N2CCCC2)cn1,-4.7,1.0,-9.3,-5.2,3.1,-0.8,-1.5,-5.1
COc1cccc(NC(=O)CN2CCC3(CC2)CN(C(C)=O)Cc2cc(C)ccc2O3)c1,-31.8,-26.2,-50.8,-22.5,-29.4,-0.2,-2.8,-4.8
CCn1c(Cn2cccn2)nc2cc(NC(=O)C(C)C)ccc21,-7.3,-0.9,-8.5,-1.5,-7.7,-1.1,0.9,-0.9
COc1ccc(-c2noc(N3CCC(C(=O)N4CCN(c5ccccn5)CC4)CC3)n2)cc1,-0.1,2.3,12.4,18.2,8.9,1.4,4.1,5.0
COc1cccc(C(=O)N2CCC[C@@H](Cn3nnc4c(=O)[nH]c(C)nc43)C2)c1,20.0,16.3,19.5,16.2,13.6,0.0,2.4,2.6
CCOC(=O)c1c(OCCOC(=O)c2ccc(Cl)cc2)noc1N,0.3,11.1,9.6,-2.6,-0.8,2.0,-4.5,2.7
O=C(NCc1cc2ccccc2s1)C1CN(C(c2ccccc2)c2ccccc2)C1,7.7,3.9,21.2,-0.1,3.3,6.2,8.3,3.7

# Profiles, quoted from the list. Order of screens: USP17 inh	USP28 inh	USP30 block	USP8 inh	OTUD3 inh	UCHL1 inh	USP7 inh	USP10 block
# O=c1[nH]c2ccccc2cc1CN(CC1CCCO1)S(=O)(=O)c1ccc(Cl)cc1 (centres undefined) is listed with -2.7	-6.8	-2.7	-2.4	-7.2	1.8	-5.7	2.8
# COc1ccc(-c2noc(N3CCC(C(=O)N4CCN(c5ccccn5)CC4)CC3)n2)cc1 is listed with -0.1	2.3	12.4	18.2	8.9	1.4	4.1	5.0
# CCOC(=O)c1c(OCCOC(=O)c2ccc(Cl)cc2)noc1N is listed with 0.3	11.1	9.6	-2.6	-0.8	2.0	-4.5	2.7
# COc1cccc(N2CCCn3c2nc2c3c(=O)n(CCc3ccccc3)c(=O)n2C)c1 is listed with -9.1	-9.1	-14.2	-49.1	-9.4	1.0	-0.4	0.3

# The results go on:
SMILES,USP17 inh,USP28 inh,USP30 block,USP8 inh,OTUD3 inh,UCHL1 inh,USP7 inh,USP10 block
COc1ccccc1CNC(=O)Nc1cccc2ccccc12,52.8*,4.3,30.1*,71.1*,9.8,-0.2,1.3,5.4
COc1cccc(CSCC(=O)NCCc2ccccc2)c1OC,16.1,14.2,16.1,15.2,16.2,-0.1,5.2,0.3
CCn1cc2c(n1)C(COC)CN(C(=O)c1cc(C)nn1CC)C2 (centres undefined),64.5*,24.8,54.4*,-94.7,11.0,0.0,1.8,1.2
O=C(Nc1ccc(NS(=O)(=O)c2ccc3c4c(cccc24)CC3)cc1)c1ccccc1,50.5*,0.3,-61.1,43.2*,1.7,0.3,2.5,-3.8
O=C(O)COc1ccc(-c2nc3sc4c(c3c(=O)[nH]2)CCCC4)cc1,8.0,16.5,25.7,-33.7,10.4,4.3,5.1,1.3
Cc1cc(C)c2sc(NC(=O)c3ccc4ccccc4c3)nc2n1,-155.4,-48.2,-442.8,-22.5,-78.6,-28.5,-26.7,-6.9
O=C(c1ccc2ncccc2c1)N1CCCC(c2ccc3cn[nH]c3n2)C1 (centres undefined),-163.5,-212.1,i,-13.1,-158.8,-122.4,-115.5,-2.8

# A different layout for some results above:
# Values run as follows: USP17 inh | USP28 inh | USP30 block | USP8 inh | OTUD3 inh | UCHL1 inh | USP7 inh | USP10 block
> CCn1cc2c(n1)C(COC)CN(C(=O)c1cc(C)nn1CC)C2 (centres undefined)
→ 64.5* | 24.8 | 54.4* | -94.7 | 11.0 | 0.0 | 1.8 | 1.2
> O=C(c1ccc2ncccc2c1)N1CCCC(c2ccc3cn[nH]c3n2)C1 (centres undefined)
→ -163.5 | -212.1 | i | -13.1 | -158.8 | -122.4 | -115.5 | -2.8
> O=C(Nc1ccc(NS(=O)(=O)c2ccc3c4c(cccc24)CC3)cc1)c1ccccc1
→ 50.5* | 0.3 | -61.1 | 43.2* | 1.7 | 0.3 | 2.5 | -3.8
> COc1cccc(CSCC(=O)NCCc2ccccc2)c1OC
→ 16.1 | 14.2 | 16.1 | 15.2 | 16.2 | -0.1 | 5.2 | 0.3

# Part of the list above, with two lines to a compound:
# The line under a structure holds: USP17 inh	USP28 inh	USP30 block	USP8 inh	OTUD3 inh	UCHL1 inh	USP7 inh	USP10 block
O=C(c1ccc2ncccc2c1)N1CCCC(c2ccc3cn[nH]c3n2)C1 (centres undefined)
 : -163.5	-212.1	i	-13.1	-158.8	-122.4	-115.5	-2.8
COc1cccc(CSCC(=O)NCCc2ccccc2)c1OC
 : 16.1	14.2	16.1	15.2	16.2	-0.1	5.2	0.3
COc1ccccc1CNC(=O)Nc1cccc2ccccc12
 : 52.8*	4.3	30.1*	71.1*	9.8	-0.2	1.3	5.4

# Screening data as filed in PubChem BioAssay.
